Screens deposited in PubChem by several laboratories.
KCC2 mod = modulators of human KCC2 chloride dependent transport; B-score of Tl+ flux slope (higher = more flux/activation; lower = inhibition) at 10 µM; Q9H2X9; KCC2 cells, thallium flux FluoZin-2 fluorescence; actives 2.2% (n = 190,000);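 active = thallium flux slope and its plate-corrected score both differing from the plate sample mean at a set confidence after two filtering rounds, in either direction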;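 also: slope of fluorescence scaled to starting intensity during 10 to 20 s after thallium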
Target sequence (Q9H2X9 whole entry, looked up): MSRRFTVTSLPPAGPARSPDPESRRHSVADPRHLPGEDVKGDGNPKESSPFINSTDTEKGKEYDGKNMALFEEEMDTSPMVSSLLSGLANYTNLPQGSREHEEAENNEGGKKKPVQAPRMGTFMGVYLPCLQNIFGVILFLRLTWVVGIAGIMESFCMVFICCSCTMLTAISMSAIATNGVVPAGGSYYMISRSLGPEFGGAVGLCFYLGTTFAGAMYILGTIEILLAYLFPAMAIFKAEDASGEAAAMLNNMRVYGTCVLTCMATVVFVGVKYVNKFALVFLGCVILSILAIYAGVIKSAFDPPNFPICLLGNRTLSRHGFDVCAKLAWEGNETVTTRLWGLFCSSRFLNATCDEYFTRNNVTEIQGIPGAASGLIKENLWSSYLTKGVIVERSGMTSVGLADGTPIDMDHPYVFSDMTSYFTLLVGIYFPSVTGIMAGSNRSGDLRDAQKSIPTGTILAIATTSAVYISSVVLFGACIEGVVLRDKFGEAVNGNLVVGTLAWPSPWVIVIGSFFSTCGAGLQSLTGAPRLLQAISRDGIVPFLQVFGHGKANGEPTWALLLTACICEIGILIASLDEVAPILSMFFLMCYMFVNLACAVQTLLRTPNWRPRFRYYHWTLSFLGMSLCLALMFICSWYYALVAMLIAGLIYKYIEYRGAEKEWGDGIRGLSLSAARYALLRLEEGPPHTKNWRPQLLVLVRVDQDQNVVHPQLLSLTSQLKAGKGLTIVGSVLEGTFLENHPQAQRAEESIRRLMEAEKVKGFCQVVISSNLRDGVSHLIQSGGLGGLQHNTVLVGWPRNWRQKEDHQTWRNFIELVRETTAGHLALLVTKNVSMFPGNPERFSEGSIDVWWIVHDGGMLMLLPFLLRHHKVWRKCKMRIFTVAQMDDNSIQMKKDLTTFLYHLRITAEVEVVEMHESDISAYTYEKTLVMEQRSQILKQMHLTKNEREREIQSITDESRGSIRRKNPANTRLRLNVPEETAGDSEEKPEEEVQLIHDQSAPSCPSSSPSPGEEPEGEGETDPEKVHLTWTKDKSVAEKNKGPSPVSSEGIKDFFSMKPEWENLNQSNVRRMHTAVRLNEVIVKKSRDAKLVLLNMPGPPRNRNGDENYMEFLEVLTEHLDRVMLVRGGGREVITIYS
FXIa inh = blocks human coagulation factor XIa protease activity; P03951; purified FXIa, Boc-Glu-Ala-Arg-AMC fluorogenic substrate; inhibition, % at 5 µM; actives 0.14% (n = 220,000); AID 798;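 active = inhibition of at least 40%; inactive = inhibition below 40%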;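 also: fluorescence of freed AMC excited at 355 nm; 0% = enzyme without compound and 100% = no enzyme blank; many of its hits are not listed in these tables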
Furin inh = human furin inhibition; P09958; purified furin, fluorogenic substrate cleavage; inhibition, % at 30 µM; actives 0.061% (n = 220,000); in the data active = inhibition above about 25%; also: inactives centre near -15
hK5 inh = inhibitors of human kallikrein 5; recombinant hK5, fluorogenic AMC substrate cleavage; AID 873; inhibition, % at 5 µM; actives 0.59% (n = 210,000);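 active = inhibition of 40% or more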;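 also: 0% = enzyme controls without compound and 100% = no-enzyme blanks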
FXIIa inh = inhibitors of human coagulation factor XIIa; inhibition, % at 5 µM; purified FXIIa, Boc-QGR-AMC fluorogenic substrate, 2 h; actives 0.3% (n = 220,000); in the data active = inhibition above about 40%;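 also: 0% = enzyme with no compound and 100% = blank without enzyme; many of its hits are not listed in these tables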
Thrombin inh = inhibitors of human thrombin; alpha-thrombin, Boc-VPR-AMC fluorogenic substrate cleavage; P00734; inhibition, % at 5 µM; actives 0.26% (n = 220,000); AID 1046;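 active = inhibition at or above 40%; inactive = inhibition below 40%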;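 also: 0% = enzyme with no compound and 100% = wells without enzyme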
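System – human alpha-thrombin · Medium – pH 7.5 Tris (50 mM) with NaCl 150 mM, Tween 20 0.05% · Compound – single-point dosing at 5 µM, 0.2% DMSO · Incubation – enzyme reaction carried out at room temperature · Technique – fluorescence of released AMC, ex 355 nm, em 460 nm · Read-out basis – % inhibition of thrombin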
PERK inh = human PERK inhibition, primary cell-based screen; Q9NZJ5; CHO PERK-DD fusion, SEAP luminescence translation reporter; inhibition, % at 5.6 µM; actives 0.17% (n = 220,000); AID 1416;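 active = inhibition above the mean inhibition of all tested compounds plus 3 SD, set separately per screening campaign, cut at about 2.9% in these data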;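 also: PERK kinase domain activated by AP20187 dimerizer at 100 nM; 0% = DMSO with dimerizer and 100% = rapamycin at 8.4 µM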
Rad51 HR inh = Rad51 (human) homologous recombination inhibition | Q06609 | hRad51 DNA strand exchange, fluorescence dequenching | inhibition, % at 10 µM | actives 0.085% (n = 200,000) | AID 1385;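 active = inhibition above 40% at the single screening dose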;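 also: 0% = DMSO control wells and 100% = blanks with heterologous ssDNA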
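Material: human Rad51–ssDNA filaments; Probe or stimulus: labelled 47-mer dsDNA for strand exchange; Doses: single 10 µM dose; Incubation: 37 °C 15-min filament assembly, 30-min compound preincubation, 15-min exchange; Technique: FRET fluorescence dequenching, excitation 485 nm, emission 520 nm; Measure: Fluorescence-based percent inhibition, control- and blank-normalised; Benchmarks: plate control and blank wells.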
Calpain2 inh = inhibitors of pig calpain II; AID 1236; purified calpain II, fluorogenic peptide substrate, 30 min; inhibition, % at 16 µM; actives 0.37% (n = 220,000);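 active = inhibition above about 50%, limit read from the data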
Numbers without * were called inactive; i = inactive; / = no result given; [ ] = dose if it differs, or a comment. This is a subset, so the mix of outcomes need not match the whole.

(1) O=C(Nc1nc2cc3c(cc2s1)OCO3)c1cccc(N2C(=O)CCC2=O)c1
(2) Cc1[nH]nc2c1C(c1ccc(-c3ccc(Cl)cc3)o1)C(C#N)=C(N)O2 (stereo not drawn)
(3) CCNc1ccc2noc3c2c1C(=O)c1ccccc1-3
(4) Cc1cc(C)n(C(=O)CCCn2nc(C)c([N+](=O)[O-])c2C)n1
(5) O=C(Cc1ccccc1)Nc1ccccc1Sc1ccccc1
(6) COc1ccccc1-n1cc(C(=O)NCC(=O)N2CCN(c3ccccc3)CC2)c2ccccc2c1=O
(7) O=C(/C=C/c1ccccc1)NC(NC(=S)Nc1cccc(O)c1)C(Cl)(Cl)Cl (stereo not drawn)
(8) CCOc1c(OC(C)=O)ccc(/C=C/c2ccc3cccc(OC(C)=O)c3n2)c1[N+](=O)[O-]
(9) CCCOC(=S)NC(=O)c1sc2ccccc2c1Cl
(10) CN(C)/C=N/c1nccc(-c2cccs2)n1

assay / compound	1	2	3	4	5	6	7	8	9	10
KCC2 mod	-0.48	0.079	-1.3	-0.51	-0.61	/	-1.9	-0.32	60*	0.45
FXIa inh	0	-6	3	-3	1	0	5	1	6	-3
Furin inh	-21	-11	-15[20 µM]	-22	-18	-4	-3	-7	-16	-12
hK5 inh	1	-4	-4	-3	-15	-2	-19	-11	-3	-7
FXIIa inh	5	3	15	7	13	8	12	13	13	5
Thrombin inh	-3	-2	3	-4	-12	-1	3	3	-4	4
PERK inh	1.1	0.3	-0.6	0.4	0.2	-1.1	0.6	1.1	1.6	0.7
Rad51 HR inh	-2	/	-3	-4	-3	2	7	/	7	30
Calpain2 inh	-328	23	-6	-20	8	-1	-40	0	-27	-94

6 consecutive entries already listed, for reference:
(1) O=C(Nc1nc2cc3c(cc2s1)OCO3)c1cccc(N2C(=O)CCC2=O)c1
(2) Cc1[nH]nc2c1C(c1ccc(-c3ccc(Cl)cc3)o1)C(C#N)=C(N)O2 (stereo not drawn)
(3) CCNc1ccc2noc3c2c1C(=O)c1ccccc1-3
(4) Cc1cc(C)n(C(=O)CCCn2nc(C)c([N+](=O)[O-])c2C)n1
(5) O=C(Cc1ccccc1)Nc1ccccc1Sc1ccccc1
(6) COc1ccccc1-n1cc(C(=O)NCC(=O)N2CCN(c3ccccc3)CC2)c2ccccc2c1=O

assay / compound	1	2	3	4	5	6
KCC2 mod	-0.48	0.079	-1.3	-0.51	-0.61	/
FXIa inh	0	-6	3	-3	1	0
Furin inh	-21	-11	-15[20 µM]	-22	-18	-4
hK5 inh	1	-4	-4	-3	-15	-2
FXIIa inh	5	3	15	7	13	8
Thrombin inh	-3	-2	3	-4	-12	-1
PERK inh	1.1	0.3	-0.6	0.4	0.2	-1.1
Rad51 HR inh	-2	/	-3	-4	-3	2
Calpain2 inh	-328	23	-6	-20	8	-1

Additional results follow:
(11) COc1ccc(Br)cc1S(=O)(=O)N1CCOCC1
(12) Nn1c(SCC(=O)N2CCOCC2)nnc1-c1ccc(Cl)cc1Cl
(13) O=C(c1cccc(S(=O)(=O)N2CCOCC2)c1)N(CCO)Cc1ccccc1
(14) CCC(C)Nc1nc2c(c(=O)n(C)c(=O)n2C)n1Cc1ccc(F)cc1 (stereo not drawn)
(15) CCOC(=O)c1[nH]c2c(c1C)C(=O)CC(c1ccco1)C2 (stereo not drawn)
(16) Fc1ccc(COc2ccccc2CNCc2ccncc2)cc1
(17) CCCc1cc(=O)c2ccc(OCC(C)=O)cc2o1
(18) Cc1ccc(N2C(=O)CN(Cc3cccs3)C2=S)cc1C
(19) COCCN1C(=O)C(CC(=O)Nc2ccccc2)SC1=Nc1ccc(OC)cc1 (stereo not drawn)
(20) COc1ccc(NC(=O)Cn2nc(Cc3cccnc3)c3ccccc3c2=O)cc1OC

assay / compound	11	12	13	14	15	16	17	18	19	20
KCC2 mod	0.014	0.85	1.1	-2.8	0.96	-3.2	0.44	-0.29	/	0.017
FXIa inh	0	1	-3	-4	4	3	-2	-2	3	4
Furin inh	-2[20 µM]	-20	1[20 µM]	-22[20 µM]	-25	-17	-8	-30	-18[20 µM]	-17
hK5 inh	2	0	-23	-1	-31	-8	-6	-3	-17	-10
FXIIa inh	14	9	9	5	12	10	-1	2	16	8
Thrombin inh	-3	7	0	-7	-3	-8	-4	-4	3	1
PERK inh	1.7	2.0	0.0	-1.3	1.5	-1.2	1.1	-0.1	-2.3	-0.3
Rad51 HR inh	0	-1	1	-2	-3	-5	-33	-3	4	0
Calpain2 inh	-27	-6	11	-3	-72	-3	15	12	-33	8

(21) C=CCN(CC=C)CCOc1ccccc1
(22) C=CCn1c(=O)c2c(nc(Br)n2Cc2ccccc2Cl)n(C)c1=O
(23) CCOc1ccc(-n2c(=O)c3sccc3n(CC(=O)NCc3ccco3)c2=O)cc1
(24) COC(=O)CN(C#N)c1nc(OC)nc(N(C)C)n1
(25) CCCCCC(=O)N1CC2(CC(c3cccc(NC(=O)c4ccccc4)c3)=NO2)C[C@@H]1C(N)=O (stereo partly drawn)
(26) N/C(=N\OC(=O)c1cc(Cl)ccc1Cl)c1ccncc1
(27) CCOC(=O)C1CCCN(Cc2nc(N)nc(Nc3ccccc3)n2)C1 (stereo not drawn)
(28) Cc1c(NC(=O)CC2NC(=O)NC2=O)c(=O)n(-c2ccccc2)n1C (stereo not drawn)
(29) Cc1cc(C)c2c(n1)sc1c(O)cc(=O)[nH]c12
(30) COC(=O)c1ccc(N=NNc2ccc(C(=O)OC)cc2)cc1

assay / compound	21	22	23	24	25	26	27	28	29	30
KCC2 mod	0.26	-0.13	/	-0.1	-0.051	-0.25	0.77	0.37	-0.57	-0.65
FXIa inh	9	8	18	11	3	0	1	-1	-3	7
Furin inh	-17	-14[20 µM]	-19	-28	-19[20 µM]	-21	-17[20 µM]	-19	10[20 µM]	-15
hK5 inh	-18	-6	-19	-20	-10	0	1	-2	-4	-5
FXIIa inh	10	0	28	6	1	8	4	6	5	10
Thrombin inh	-6	-5	4	0	0	-1	-4	-13	-9	4
PERK inh	0.6	-0.3	-0.6	1.4	0.0	0.5	-0.8	0.4	0.0	0.9
Rad51 HR inh	6	8	-1	8	-3	23	2	-7	-17	/
Calpain2 inh	2	-23	-3	5	19	11	-14	43	-161	-3

(31) CC(=O)c1nn(-c2cccc(Br)c2)cc1C(=O)c1ccc2ccccc2c1
(32) Cc1cc(C(=O)O)c2ccccc2n1
(33) O=C(O)c1ccccc1NC(=S)NC(=O)c1cccc2ccccc12
(34) Cc1ccc(C)c(S(=O)(=O)Nc2ccc(C(=O)NCCc3ccccn3)cc2)c1
(35) Cc1noc(C)c1C(=O)N1CCN(c2ncccn2)CC1
(36) Cc1ccc(C(=O)Nc2ccccc2-c2ccccc2)cc1[N+](=O)[O-]
(37) CCOC(=O)c1sc(NC(=O)CSc2nc(C)cc(C)c2C#N)c(C#N)c1C
(38) NC(=O)C1CCN(C(=O)CCC(=O)c2ccc(Br)cc2)CC1
(39) CCOc1cc(/C=N/N2C(=O)NC3(CCCCC3)C2=O)cc(Br)c1O
(40) C=CCNc1oc(-c2ccc(OCC)cc2)nc1C#N

assay / compound	31	32	33	34	35	36	37	38	39	40
KCC2 mod	2.3	-0.11	-0.18	1.2	-1.1	/	-1.7	-0.44	-0.68	0.61
FXIa inh	-2	4	0	0	-9	1	-5	-2	-3	-8
Furin inh	-5[20 µM]	-21[20 µM]	-20	-12	-15[20 µM]	-12	-19[20 µM]	-15	-20	-13[20 µM]
hK5 inh	-11	-21	2	1	-15	6	1	-9	-4	-3
FXIIa inh	17	14	28	10	0	12	2	-2	5	-5
Thrombin inh	-9	4	6	-4	-16	-2	-3	-3	-5	-8
PERK inh	-0.2	1.0	-0.1	1.4	0.7	0.3	0.8	-0.1	-0.3	0.9
Rad51 HR inh	0	4	8	0	-2	6	6	8	5	5
Calpain2 inh	-8	-1	-18	-4	-14	24	-19	-12	-26	-229

(41) CCN(CCCNC(=O)C1CCN(S(=O)(=O)N2CCC3(CC2)OCCO3)CC1)c1ccccc1
(42) Cn1c(Cl)cnc1C(O)(c1ccccc1)c1ccccc1
(43) CCOC(=O)c1cnc2c(OC)cccc2c1N1CCN(c2ccccc2OC)CC1
(44) CC(C)CNC(=O)COC(=O)Cc1ccc(Cl)cc1
(45) CC(=NCc1ccco1)c1c(C)[nH]n(-c2nc3ccccc3s2)c1=O
(46) CCN(CC)C(=O)CN(c1ccc(C)cc1)S(=O)(=O)c1ccc(SC)cc1
(47) O=C(CP(=O)(c1ccccc1)c1ccccc1)N1CCOCC1
(48) CN(C)S(=O)(=O)c1cc(C(=O)NCc2ccccc2)c(Cl)cc1Cl
(49) O=C(Cn1nnc(-c2ccc(Cl)cc2)n1)NCCC1=CCCCC1
(50) Cc1ccc(-c2cnc(-c3ccncc3)o2)cc1

assay / compound	41	42	43	44	45	46	47	48	49	50
KCC2 mod	/	0.73	/	0.47	-0.9	-1.9	0.73	0.11	/	1.6
FXIa inh	3	1	1	1	2	3	-1	0	2	1
Furin inh	-25	-17	-1	-27	-17[20 µM]	-9[20 µM]	-35	-25	-31	-59
hK5 inh	1	3	6	5	4	1	0	-2	-13	-7
FXIIa inh	2	4	17	/	16	14	5	14	8	-4
Thrombin inh	0	0	1	-2	-2	-3	3	7	-2	-3
PERK inh	-0.5	0.5	-1.9	0.5	-0.5	-0.5	1.2	0.7	1.4	-0.4
Rad51 HR inh	0	10	0	-1	6	-4	24	4	-2	4
Calpain2 inh	-1	-23	-11	7	-159	9	-23	-6	-37	i

(51) CCN(CC)C(=O)Oc1ccc2c(=O)c(-c3ccc(OC)cc3)coc2c1
(52) CCC(=O)N1CCN(c2ccc(Cl)cc2NC(=O)Cc2ccccc2)CC1
(53) CCOC(=O)CN(C)Cc1c[nH]c2ccccc12
(54) Clc1ccc(-c2n[nH]c3c2CCCC3)cc1
(55) CC(C)NC(=S)N1CCC(Cc2ccccc2)CC1
(56) Cc1cc(NC(=O)CSc2nc3ccccc3c(=O)n2-c2ccccc2)no1

assay / compound	51	52	53	54	55	56
KCC2 mod	/	-2.2	0.98	0.12	-2.9	0.57
FXIa inh	-4	0	0	-3	0	2
Furin inh	-26	-16[20 µM]	-11	4	-23	-22[20 µM]
hK5 inh	-21	-10	-21	-2	5	43*
FXIIa inh	2	5	1	6	13	16
Thrombin inh	-16	-1	9	-3	1	2
PERK inh	0.1	-0.4	-0.1	0.2	-0.5	0.1
Rad51 HR inh	-2	22	/	/	4	0
Calpain2 inh	12	-14	1	-8	-12	-16

Three of the entries above in order of their number in Calpain2 inh, smallest number first:
nr	molecule	Calpain2 inh
27	CCOC(=O)C1CCCN(Cc2nc(N)nc(Nc3ccccc3)n2)C1 (stereo not drawn)	-14
48	CN(C)S(=O)(=O)c1cc(C(=O)NCc2ccccc2)c(Cl)cc1Cl	-6
16	Fc1ccc(COc2ccccc2CNCc2ccncc2)cc1	-3
